Screens as filed in PubChem BioAssay.
SR-BI uptake up: enhances SR-BI lipid uptake from DiI-HDL; CHO ldlA[mSR-BI] cells, DiI-HDL uptake fluorescence, 3 h; 100 = double the neutral-control signal; activation, % at 12.5 µM; 320,000 compounds, 0.096% hits;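 active = mean replicate activation of at least 60% and every replicate at or above 60%; inconclusive = mean or all-replicate condition met, but not both; inactive = mean below 60% and not all replicates reaching 60%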;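 also: 0% = median plate neutral-control signal and 100% = twice that signal; values of inactives mirror those of a sister screen read the other way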
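Assay system: LDL receptor-deficient CHO ldlA cells overexpressing murine SR-BI / Medium: BSA-supplemented, HEPES-buffered Ham's F12, pH 7.4 / Probe or stimulus: DiI-labelled HDL at 10 µg/mL final / Timing: compound with DiI-HDL co-incubation, 3 h at 37 °C / Technique: bottom-read cell fluorescence after medium removal, ex 550/em 595 nm / Measure: HDL uptake via cellular fluorescence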
CAL PDZ FP-1: human CAL PDZ-peptide interaction inhibition. Q9HD26. purified CAL PDZ, TMR-peptide fluorescence polarization, 1 h. inhibition, % at 20 µM. 330,000 compounds, 0.02% hits. AID 504414;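 active = highest replicate inhibition of at least 40%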;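 also: plate controls were DMSO neutral control wells for no effect and unlabeled competitor peptide control wells for full effect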
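System: purified tagged CAL PDZ domain construct (CerCALP). Schedule: 1 h incubation at room temperature before polarization reading. Medium: 25 mM sodium phosphate pH 7.4, 150 mM NaCl, TCEP, IgG, Thesit. Read-out: percent inhibition from loss of millipolarization. Measured by: FP readout, S and P plane fluorescence. Probe or stimulus: fluorescent TMR peptide probe.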
E coli growth: counter-screen for AddAB inhibitors: E. coli growth inhibition; E. coli V3065 growth, OD600 absorbance, 18 h; inhibition, % at 11.9 µM; 330,000 compounds, 0.27% hits;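 active = inhibition above the campaign's mean inhibition across all tested compounds plus 3 SD, cut at about 9.9% in these data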;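 also: uninfected addAB+ strain grown without phage in ampicillin broth; 0% = DMSO wells and 100% = ciprofloxacin 0.95 µg/ml wells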
CAL PDZ FP-2: inhibitors of human CAL PDZ peptide binding; inhibition, % at 24.9 µM; purified CAL PDZ, TMR-peptide fluorescence polarization, 1 h; 300,000 compounds, 0.92% hits; Q9HD26; AID 602252;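 active = mean inhibition of at least 30% with at least half of replicates also reaching 30%; inconclusive = no clear call, values can overlap the other calls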;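 also: 0% = DMSO neutral control and 100% = excess unlabeled competitor peptide PRC23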
AddAB inh: less growth of phage-infected E. coli with AddAB | E. coli expressing H. pylori AddAB, absorbance growth | inhibition, % at 11.9 µM | 330,000 compounds, 0.29% hits | AID 435030; in the data active = inhibition above about 12%;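 also: 0% = vehicle wells of infected cells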
Wnt act: Wnt/beta-catenin pathway activation | 300,000 compounds, 1.2% hits | Wnt/beta-catenin reporter cell assay, activator, plate reader | activation, % at 9.35 µM; in the data active = activation above about 30%, passing the limit was not always enough; inconclusive = no clear call, values can overlap the other calls;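 also: 0% = neutral control wells and 100% = positive control wells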
MITF TRPM1 HTS: MITF TRPM1 promoter activation in melanoma cells; SK-MEL-5 TRPM1-promoter luciferase, 24 h; % of positive control, neutral wells = 0; 300,000 compounds, 0.75% hits; activation, % at 12.5 µM;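 active = mean activation of at least 80% with every replicate also reaching 80%; inconclusive = mean reaches 80% but some replicate falls short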;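 also: 0% = neutral control wells and 100% = parthenolide positive control wells; values of inactives mirror those of a sister screen read the other way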
Tat export inh: E. coli Tat transport inhibition; E. coli MC4100 TorA-mCherry Tat export, fluorescence; inhibition, % at 10 µM; 340,000 compounds, 0.036% hits; AID 488895;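 active = mean replicate inhibition at least 50% and at least half of replicates individually reaching 50%; inconclusive = only one of the two criteria met; inactive = neither criterion met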;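 also: exported cargo escapes ClpAP degradation while cytoplasmic cargo is degraded and loses fluorescence; 0% = median of neutral control wells and 100% = median of NaSCN control wells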
phage Ecoli inh: E. coli growth loss with phage present; growth absorbance; inhibition, % at 11.9 µM; 360,000 compounds, 0.26% hits; AID 651602; in the data active = inhibition above about 11%
SR-BI HDL uptake: mouse SR-BI HDL lipid transfer inhibition; Q61009; ldlA[mSR-BI] CHO cells, DiI-HDL uptake fluorescence, 3 h; inhibition, % at 12.5 µM; 320,000 compounds, 0.96% hits; AID 488896;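 active = mean replicate inhibition of at least 70% and a set share of replicates each scoring 70 or more; inconclusive = meets just one of the two criteria; inactive = fails both criteria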;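 also: 0% = median of neutral control wells and 100% = median of positive control wells; values of inactives mirror those of a sister screen read the other way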
Target sequence (Q61009 whole entry, looked up): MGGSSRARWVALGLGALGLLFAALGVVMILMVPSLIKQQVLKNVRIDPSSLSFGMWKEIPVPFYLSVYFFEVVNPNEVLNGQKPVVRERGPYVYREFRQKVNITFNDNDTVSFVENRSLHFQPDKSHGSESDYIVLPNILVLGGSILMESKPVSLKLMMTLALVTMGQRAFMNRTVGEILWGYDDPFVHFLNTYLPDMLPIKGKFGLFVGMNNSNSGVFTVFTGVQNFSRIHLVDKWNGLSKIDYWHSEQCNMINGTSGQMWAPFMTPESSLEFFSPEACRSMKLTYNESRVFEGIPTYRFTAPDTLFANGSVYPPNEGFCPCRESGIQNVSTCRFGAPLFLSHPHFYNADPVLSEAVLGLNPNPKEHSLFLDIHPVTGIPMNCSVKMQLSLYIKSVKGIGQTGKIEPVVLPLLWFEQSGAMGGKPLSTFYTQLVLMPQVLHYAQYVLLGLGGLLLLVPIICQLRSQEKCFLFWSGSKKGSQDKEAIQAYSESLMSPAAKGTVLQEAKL
An asterisk follows results filed as active; ? = inconclusive; / = no result given; & = joins results of further samples.

SMILES | SR-BI uptake up | CAL PDZ FP-1 | E coli growth | CAL PDZ FP-2 | AddAB inh | Wnt act | MITF TRPM1 HTS | Tat export inh | phage Ecoli inh | SR-BI HDL uptake
C[C@@H]1C[C@H]2[C@@H]3CCC4=CC(=O)C=C[C@]4(C)[C@@]3(F)[C@@H](O)C[C@]2(C)[C@H]1C(=O)CO | 1 | -0.6 | -2.3 | -5 | -0.5 | 1&0 | 10 | -1 | 2.7 | 8
O=C(Nc1cccc(Cl)c1)Nc1nc(-c2ccccc2)cs1 | -76 | 0.9 | 0.2 | / | 5.9 | -1 | -3 | -6 | 2.7 | 76*
O=S(=O)(c1ccc(-c2nc3ccccc3s2)cc1)N1CCCC1 | 2 | -0.9 | -3.5 | / | 0.6 | / | 73 | 0 | 2.6 | -2
O=C(CSc1nnc(CNc2ccccc2)o1)N1CCc2ccccc21 | 1 | -1.8 | 2.0 | / | 2.8 | / | 3 | 5 | 0.8 | -1
COc1ccc(NC(=O)c2cccc(S(=O)(=O)N3CCOCC3)c2)cn1 | -13 | 0.0 | -1.3 | -4 | 1.9 | 4 | -17 | -21 | 1.5 | 13
CSCC[C@H](NC(=O)C1CCN(S(=O)(=O)c2ccc(C)cc2)CC1)C(=O)NCC1CCCO1 (some centres undefined) | / | -3.1 | -1.8 | -3 | 2.6 | -3 | / | 4 | -2.5 | /
COc1cc(C(=O)Nc2ccc(S(=O)(=O)N3CCCCC3C)cc2)cc(OC)c1OC (centres undefined) | -23 | -4.6 | -3.9 | -13 | -0.2 | / | / | 4 | 2.4 | 23
CCN1C(=O)CC(C(=O)NCCc2ccc(S(N)(=O)=O)cc2)SC1=Nc1ccc(OC)cc1 (centres undefined) | 12 | 0.0 | 1.3 | -4 | 0.2 | -9 | -3 | -7 | 4.9 | -12
O=C(CSc1ncn[nH]1)N/N=C/c1ccc(C(F)(F)F)cc1 | 1 | -1.6 | 0.1 | -5 | -0.6 | 0 | 5 | 1 | -3.0 | -1
CCOc1cc(C2/C(=C(/O)c3ccc(S(=O)(=O)N4CCCCC4)cc3)C(=O)C(=O)N2CCOC)ccc1O (centres undefined) | 18 | -0.9 | 1.6 | -1 | 0.5 | 0 | 6 | -3 | -1.8 | -18
COc1ccc(C2CC(c3ccccc3)=NN2C(=O)COC(=O)c2ccc(S(C)(=O)=O)cc2)cc1 (centres undefined) | -21 | -0.9 | -1.2 | -8 | -1.6 | 1 | -1 | 6 | 2.7 | 21
CSc1ccccc1C(=O)Nc1ccccc1C | -10 | -2.1 | 1.3 | -2 | 0.4 | 0 | -1 | -1 | 0.9 | 10
Cc1ccc(S(=O)(=O)N2CCOCC2)cc1NC(=O)C1=NN(c2ccccc2)C(=O)CC1 | -1 | -1.6 | 0.2 | 0 | 0.8 | -2 | -9 | 6 | -0.7 | 1
COc1cc2c(cc1OC)CN(C(=O)NS(=O)(=O)c1ccc(C)cc1)CC2 | 11 | 0.1 | 2.8 | -4 | 0.2 | -1 | / | -2 | 1.2 | -11
COC(=O)Cn1c(=O)c(C)nc2ccccc21 | 4 | 0.1 | 1.5 | -5 | 2.9 | -1 | -2 | 6 | 4.7 | -4
CN(C)c1cccc(C(=O)OCC(=O)Nc2ccccc2-c2ccccc2)c1 | -22 | 0.2 | -1.6 | -4 | -0.3 | -4 | -8 | -1 | 0.7 | 22
Cc1oc(-c2ccccc2F)nc1CS(=O)(=O)CC(=O)NCCCN(C)C1CCCCC1 | -4 | -0.3 | -0.5 | -3 | 4.3 | / | / | -9 | 0.7 | 4
O=C(NC(Cc1c[nH]c2ccccc12)C(=O)O)/C(=C/c1ccc(F)cc1)NC(=O)c1ccccc1 (centres undefined) | / | / | -2.3 | -2 | -2.2 | 5 | -12 | 0 | 3.3 | /
CC1(C)CC(=O)C(CC(=O)Nc2ccc(S(N)(=O)=O)cc2)=C(O)C1 | 12 | 0.3 | -1.8 | -4 | -1.9 | / | / | -6 | 1.9 | -12
O=C(O)COc1c(-c2ccccc2)oc2ccccc2c1=O | 3 | / | -0.5 | -3 | 1.9 | / | 4 | 1 | 1.7 | -3

Ordered by the number under phage Ecoli inh (falling): some entries from above.
| canonical_smiles | phage Ecoli inh |
| --- | --- |
| COc1cc(C(=O)Nc2ccc(S(=O)(=O)N3CCCCC3C)cc2)cc(OC)c1OC (centres undefined) | 2.4 |
| COc1ccc(NC(=O)c2cccc(S(=O)(=O)N3CCOCC3)c2)cn1 | 1.5 |
| Cc1oc(-c2ccccc2F)nc1CS(=O)(=O)CC(=O)NCCCN(C)C1CCCCC1 | 0.7 |

Continued.
SMILES | SR-BI uptake up | CAL PDZ FP-1 | E coli growth | CAL PDZ FP-2 | AddAB inh | Wnt act | MITF TRPM1 HTS | Tat export inh | phage Ecoli inh | SR-BI HDL uptake
COc1ccc(C2=C(Nc3ccc(F)cc3)c3ccccc3C2=O)cc1 | -66 | -0.3 | -1.3 | -3 | 4.0 | / | -8 | -4 | 1.4 | 66
COCCN(C(=S)Nc1c(C)cccc1C)C(C)c1cccs1 (centres undefined) | / | -1.5 | 2.0 | 4 | -0.3 | 3 | 1 | -3 | 3.4 | /
O=C(N/N=C/c1cccnc1)c1ccc(NC(=O)C(c2ccccc2)c2ccccc2)cc1 | 6 | 1.6 | 0.0 | -2 | 7.9 | -3 | 4 | -5 | 4.2 | -6
O=C(COc1ccccc1[N+](=O)[O-])Nc1ccc2c(c1)OCO2 | -35 | -0.3 | -0.8 | -3 | 0.9 | 16 | 61 | 0 | 6.4 | 35
CCC1Oc2ccc(C)cc2N(CC(=O)N(Cc2ccc(C)o2)C2CCCC2)C1=O (centres undefined) | -29 | -1.1 | -0.1 | -2 | 3.9 | / | -14 | 10 | 1.9 | 29
CCOC(=O)C1=C(O)CSC1=Nc1cccc(Cl)c1 | 0 | -0.1 | -0.9 | / | 4.0 | / | 11 | -7 | 0.9 | 0
CCN1CCN(c2ccc(S(=O)(=O)N3CCCCC3)cc2NC(=O)c2cccc(C)c2[N+](=O)[O-])CC1 | -2 | -0.5 | -3.3 | / | -0.3 | -1 | 7 | -8 | 1.8 | 2
OC(c1cccs1)(c1cccs1)C1C[N+]2(CF)CCC1CC2 (centres undefined) | -9 | 0.3 | 0.4 | -2 | 2.8 | -1 | -8 | -16 | -0.1 | 9
COc1ccc(N2C(=O)C3C4C=CC(C5CC45)C3C2=O)c([N+](=O)[O-])c1 (centres undefined) | / | 0.1 | 0.9 | -2 | -0.3 | / | 3 | -11 | 2.1 | -44
C[C@H](CO)N1C[C@H](C)[C@@H](CN(C)S(=O)(=O)c2ccc(F)cc2)Oc2ccc(NC(=O)Nc3ccc(C(F)(F)F)cc3)cc2C1=O | 43 | -3.5 | -0.3 | -8 | 0.9 | -5 | -2 | 0 | 2.3 | -43
CCNC(=S)NNC(=O)c1csc2c1CCC(C)C2 (centres undefined) | / | 1.0 | 0.6 | -2 | -0.2 | / | 13 | 4 | 5.1 | /
NS(=O)(=O)c1cccc(NC(=O)CC(NC(=O)c2ccccc2Cl)c2ccccc2)c1 (centres undefined) | -7 | -0.5 | 2.0 | -1 | 1.4 | 3 | 13 | -9 | 1.7 | 7
CN1C(=O)C(CC(=O)NCC2CCCCC2)SC1=Nc1ccccc1 (centres undefined) | 7 | 0.1 | 0.2 | / | 4.2 | 0 | / | -5 | 4.4 | -7
COc1ccc(N=C2SCC(c3ccc(C)cc3)=NN2CCO)cc1 | -13 | -0.1 | 3.0 | -3 | -0.2 | 0 | 3 | 3 | -0.5 | 13
CSc1ccc(/C=N/Nc2nc(C)cc(C)n2)cc1 | 10 | 18 | 0.9 | -8 | -1.9 | 2 | 36 | 0 | 2.1 | -10
O=C(NCc1ccco1)C1CCN(S(=O)(=O)c2ccccc2C(F)(F)F)CC1 | / | -3.4 | -1.2 | -3 | -2.1 | -1 | 2 | 3 | 0.6 | 10
Cc1cccc(N=C2NC(=O)/C(=C/C=C/c3ccco3)S2)c1C | -21 | -2.7 | -0.5 | -2 | 1.8 | / | -2 | -14 | 4.5 | 21
Cc1ccc(-n2nc3c(=O)n(CCCC(=O)NCc4ccc(Cl)cc4)nc(C)c3c2C)cc1 | -25 | -2.3 | -0.8 | -2 | 0.1 | -4 | 2 | -2 | 0.0 | 25
O=C(CCS(=O)(=O)c1ccccc1)Nc1nc(-c2cccs2)cs1 | -36 | -2.5 | 0.8 | / | 4.2 | -6 | / | -18 | 1.4 | 36
CCOC(=O)[C@@H]1[C@H]2COc3ccc(Br)cc3[C@@H]2N2C(=O)N(c3cccc(Cl)c3)C(=O)[C@@]12C | -1 | -0.4 | 1.1 | -3 | 5.0 | 5 | 7 | 14 | -1.8 | 1
Cc1cnc(C(=O)Nc2ccc(C)c(S(=O)(=O)N3CCCCCC3)c2)cn1 | -6 | -1.4 | / | -5 | / | -1 | -3 | -3 | 3.5 | 6
O=C(NCCCCc1ccccc1)C1CC(c2ccc([N+](=O)[O-])cc2)=NO1 (centres undefined) | 9 | 1.4 | -0.3 | 1 | 3.6 | 7 | 4 | -16 | 1.0 | -9
Cc1ccc(/C(O)=C2\C(=O)C(=O)N(C)C2c2ccc(Br)cc2)cc1 (centres undefined) | 5 | 0.3 | 0.7 | -8 | -1.1 | -4 | / | -1 | 1.3 | -5
CCOC(=O)C1CCCN(CCC(=O)Nc2ccccc2)C1 (centres undefined) | / | -0.7 | -0.5 | 3 | 0.3 | / | 1 | 0 | 1.3 | -18
Cc1cc(NC(=O)CC2CCCC2)ccc1Br | -15 | -1.8 | 1.4 | -1 | 6.5 | 13 | 63 | -7 | 0.6 | 15
COc1ccc2[nH]c(=O)c(CN(CCc3ccccc3)C(C)=O)cc2c1 | 4 | -0.4 | -3.1 | -2 | 0.4 | / | 0 | -4 | 0.7 | -4
Cc1oc(-c2ccccc2F)nc1CS(=O)(=O)CC(=O)NCCCc1ccccc1 | -6 | -0.9 | 1.3 | / | 3.2 | -1 | / | -6 | 1.7 | 6
CC(C)CCN1C(=O)c2ccc(C(=O)Nc3ccccc3C(=O)O)cc2C1=O | 2 | -1.7 | / | 2 | / | 2 | 4 | 4 | 1.6 | -2
COc1nc(NCc2ccco2)nc(N2CCC(C)CC2)n1 | -13 | -0.8 | -1.3 | -3 | -0.6 | / | -3 | -3 | 0.7 | 13
COc1ccc(Cc2nnc(NCCO)[nH]c2=O)cc1OC | 13 | / | 4.3 | 2 | 0.6 | -1 | -2 | -3 | 3.3 | -13
O=C(NCCc1ccccc1)c1cc(=O)c2ccccc2o1 | 1 | -1.6 | -0.9 | -4 | -1.2 | 0 | 17 | 5 | 3.8 | -1
CCc1cccc(CC)c1NC(=S)NCC(c1cccnc1)N(C)C (centres undefined) | 1 | -2.0 | -2.0 | -5 | 1.3 | 1 | 5 | ? | 3.1 | -1
